AID inhibitor = blocks human AID cytidine deaminase activity; Q9GZX7; AID deamination FRET fluorescence, UDG-coupled, 4 h; Potency, µM (doses to about 115 µM), for inactives: top-dose activity change, negative = inhibition, actives largely listed as inhibitors; 91,000 tested, 0.32% active; AID 1347428; further: nearly all actives have a fitted effect of over 25% in size
Target sequence (Q9GZX7 whole entry, looked up): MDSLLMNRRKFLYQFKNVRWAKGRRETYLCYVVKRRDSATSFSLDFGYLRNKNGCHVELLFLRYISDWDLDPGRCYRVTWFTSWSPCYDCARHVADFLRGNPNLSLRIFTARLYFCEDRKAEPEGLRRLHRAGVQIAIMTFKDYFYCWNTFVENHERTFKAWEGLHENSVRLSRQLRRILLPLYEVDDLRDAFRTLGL
UDG counterscr = counter-screen for AID inhibitors: uracil-DNA glycosylase inhibition; FRET deamination/UDG coupled assay, UDG read, 4 h; Potency, µM (highest dose often 115 µM), for the others: top-dose activity change, negative = inhibition, usual class: inhibitors; 91,000 tested, 0.14% active; AID 1347430; further: nearly all actives have a fitted effect of over 65% in size
Numbers without * were called inactive; ? = inconclusive; & = joins results of further samples; [ ] = dose if it differs, or a comment. The call rests on the fitted dose curve; in most records, active means well fitted curve in the direction sought with a large enough effect; inconclusive means small, poorly fitted or top-dose-only effect, or another doubt; inactive means no such curve, though single readings can be large; an effect the other way counts as inactive or inconclusive. On the % scale 0 is the no-effect control and ±100 the full control effect; potency means the concentration at half of the fitted maximal effect. Some of the compounds tested (hit frequency here may not be typical).

Sample of the layout:
Each structure is followed by: AID inhibitor, UDG counterscr
- O=C(Cc1coc2cc3c(cc12)CCC3)OCCOc1ccccc1
    7%, 14%
- O=C(CSc1nc(=O)n(Cc2ccco2)c2c1CCC2)NCc1ccc(Cl)cc1
    4%, -16%
- Nc1ccc([N+](=O)[O-])c2ncccc12
    15%, 0%
- O=S(c1cc(Cl)cc(Cl)c1O)c1cc(Cl)cc(Cl)c1O
    ?, 0%
- CCOc1cccc(/C=C(/C#N)c2ccc(C(F)(F)F)cn2)c1
    -7%, -6%
- COc1ccccc1N1CCN(CCN(C(=O)C2CCCCC2)c2ccccn2)CC1
    -2%, 3%
- O=C(NCCc1ccc(F)cc1)C(=O)NCC(c1ccc2c(c1)OCO2)N1CCOCC1 (stereo not given)
    0%, -4%[57.5 µM]

The whole of this part, from the start:
Each structure is followed by: AID inhibitor, UDG counterscr
- O=C(Cc1coc2cc3c(cc12)CCC3)OCCOc1ccccc1
    7%, 14%
- O=C(CSc1nc(=O)n(Cc2ccco2)c2c1CCC2)NCc1ccc(Cl)cc1
    4%, -16%
- Nc1ccc([N+](=O)[O-])c2ncccc12
    15%, 0%
- O=S(c1cc(Cl)cc(Cl)c1O)c1cc(Cl)cc(Cl)c1O
    ?, 0%
- CCOc1cccc(/C=C(/C#N)c2ccc(C(F)(F)F)cn2)c1
    -7%, -6%
- COc1ccccc1N1CCN(CCN(C(=O)C2CCCCC2)c2ccccn2)CC1
    -2%, 3%
- O=C(NCCc1ccc(F)cc1)C(=O)NCC(c1ccc2c(c1)OCO2)N1CCOCC1 (stereo not given)
    0%, -4%[57.5 µM]
- O=C(Nc1ccccc1)N(Cc1cccs1)c1ccc(F)cc1
    0%, 25%
- Cc1ccc(C)c(N2CCN(C(=O)c3cccc(-n4c(C)nc5cccnc54)c3)CC2)c1
    -6%, 11%
- CCN(CC)c1ccc(NC(=O)c2sc3nc4c(cc3c2N)CN(C)CC4)cc1
    98%[activator], 25%
- O=C(OCc1cccc([N+](=O)[O-])c1)c1c2c(nc3ccccc13)CCCCC2
    -18%, -7%
- Cc1cc(=O)n(Cc2cccc(Cl)c2)c2c1c(C)nn2C
    ?, ?
- CCN(Cc1ccc(OC)cc1)c1ccc(-c2nc(-c3ccncc3)no2)cc1[N+](=O)[O-]
    7%, ?
- CC1CC(NC(=O)CCCC(=O)O)CC(C)(C)C1 (stereo not given)
    -2%, -5%
- Cc1c(-c2ccccc2)oc2c(C(=O)NCc3ccccc3CN(C)C)cccc2c1=O
    -5%, 7%
- COc1ccc(C(=O)NCc2ccc3c(c2)CCN3C(=O)c2ccc(Cl)cc2)c(OC)c1
    ?, -17%
- CCOC(=O)c1cnc2cc(C(F)(F)F)ccc2c1N1CCN(c2ccc(F)cc2)CC1
    -7%[57.5 µM], -9%[57.5 µM]
- COc1ccc(OC)c(CNC(=O)c2cc3c(-c4ccc(OC)c(OC)c4)nn(C)c3s2)c1
    ?, ?
- COC(=O)c1c(C)oc2ccc(N(C(=O)c3ccncc3)S(=O)(=O)c3ccc(Br)cc3)cc12
    -3%, -10%
- CSc1nn(CC(=O)Nc2ccccc2F)c(N)c1S(=O)(=O)c1ccccc1
    -2%, 69%[activator]
- CN(C)c1ccc(C(CNC(=O)c2ccc(C(C)(C)C)cc2)N2CCCC2)cc1 (stereo not given)
    ?, -27%
- CC/C(C)=C(/C#N)C(=O)NC1CCCCC1
    26%, 9%
- Cc1oc2ncnc(N3CCCCC3)c2c1C(=O)Nc1cccc(F)c1
    ?, -1%
- CCC(C)Oc1ccc(C2CC(=O)NC3=C2C(=O)CC(C)(C)C3)cc1 (stereo not given)
    -5%, 6%
- Cc1ccc2c(CC(=O)Nc3c(C(=O)c4ccc(F)cc4)oc4ccccc34)coc2c1C
    8%, 2%
- O=C(Cn1c(=O)c2sccc2n(CC(=O)N2CCCC2)c1=O)Nc1ccc(F)cc1
    -17%, -5%
- Cc1ccc(C)c(CSc2c(C(C)C)cnc3c2c(=O)n(C)c(=O)n3C)c1
    ?, -13%[57.5 µM]
- CCOC(=O)C1=C(C)Oc2ncn3nc(-c4ccccc4O)nc3c2C1c1ccc(OC)c(OC)c1 (stereo not given)
    4%, 0%
- O=C(NN=C1CCCCC1)c1sc2ccccc2c1Cl
    -2%, -5%
- CCOc1ccc(CCNC(=O)c2cc3c(=O)n(C)c4ccccc4c3n2C)cc1OCC
    16%, 0%
- CN(c1ncnc2scc(-c3ccc(Cl)cc3)c12)C1CC1
    -22%, -8%
- Clc1ccccc1-c1noc(-c2ccc(Br)cc2)n1
    -3%, -3%
- CCN(CC)C(=O)Cn1nc(-c2ccc(Cl)cc2)c2ccccc2c1=O
    -16%, -4%
- Cc1ccc2nc(Nc3ccc(C)c(F)c3)c3nncn3c2c1
    2%, -1%
- C/C(=N\NC(=O)c1cccc(Cl)c1)c1ccc(C)s1
    -1%, 10%
- COc1ccc(NC(=O)C2CCC(CNS(=O)(=O)c3cccc4nsnc34)CC2)cc1OC (stereo not given)
    12%[57.5 µM], -3%[57.5 µM]
- CCCNC(=O)CN1C(=O)COc2ccc(S(=O)(=O)N3CCCC3)cc21
    -5%, 3%
- CCOc1ccc(CCNC(=O)c2ccc(C)c(-n3cnc4cccnc43)c2)cc1
    -11%, 24%
- CCOC(=O)C1=C(CS(=O)(=O)c2ccc(F)c(C)c2)NC(=O)NC1c1ccc(F)c(F)c1 (stereo not given)
    9%, 3%
- COc1ccc2nc(SCC(=O)N3N=C(c4ccc(C)o4)CC3c3ccco3)[nH]c2c1 (stereo not given)
    1%, -3%
- Cc1ccc2nc(-c3ccccc3)cc(C(=O)OCc3ccc(-c4ccccc4)cc3)c2c1
    1%, -1%
- CCOC(=O)c1c(C)oc2ncn(Cc3nc(-c4cccnc4)no3)c(=O)c12
    -1%, -9%
- Cc1cccc(NC(=O)Nc2ccc(C)c(C)c2)n1
    0%, -9%
- COc1ccc(-c2nc(CSCC(=O)N3CCN(c4ccccc4F)CC3)c(C)o2)cc1
    ?, -8%
- CC1=C(C(=O)OCc2ccccc2)C(c2cccc(Cl)c2Cl)CC(=O)N1 (stereo not given)
    -10%[57.5 µM], -15%[57.5 µM]
- Cc1ccc2nc(/C(C#N)=C/c3cc(Br)ccc3OC(C)C)[nH]c2c1
    6%, -2%
- COC(=O)c1cnc(N2CCN(c3ccccn3)CC2)c2ccccc12
    -2%, 5%
- CCOc1ccc(C(=O)OCc2cc(=O)n3cc(C)sc3n2)cc1
    2%, 19%
- Cc1nn(-c2ccc(N3CCCC3)nn2)c(C)c1CCC(=O)Nc1ccc(F)cc1F
    15%, 7%[57.5 µM]
- O=C(CSc1cn(CCNC(=O)c2c(F)cccc2F)c2ccccc12)Nc1ccc2c(c1)OCCO2
    13%, 5%
- O=C(Cn1c(=O)c2c(ncn2C2CCCC2)n(Cc2ccccc2)c1=O)N1CCCC1
    59%[activator], -4%
- COc1cccc(NC(=O)CSc2nc(O)c(C/C=C/c3ccccc3)c(=O)[nH]2)c1
    ?, -11%
- Cc1cccc2[nH]c(C(=O)O)cc12
    -2%, -9%
- CC(OC(=O)c1cc[n+]([O-])cc1)C(=O)Nc1ccc2ccccc2c1 (stereo not given)
    11%, 1%
- CC(Sc1nnc2c(Cl)cc(C(F)(F)F)cn12)c1ccc(F)cc1 (stereo not given)
    -5%, -6%
- CCOc1ccc(NC(=O)CCS(=O)(=O)c2cc3c4c(c2)CCN4C(=O)CC3)cc1
    1%, -3%
- CCNc1nc(SCC(=O)N2CCC2)nc2ccccc12
    1%, 5%
- COC(=O)c1cc(-c2cnn(C)c2C)nc2ccccc12
    -10%, -4%
- COc1cc(C)ccc1Oc1ccc(NC(=O)c2ccc3c(c2)NC(=O)CS3)cn1
    -1%, 1%
- C/C(CCc1ccc(OC(C)C)cc1)=N\O
    3%, 14%

Carrying on.
Each structure is followed by: AID inhibitor, UDG counterscr
- CCc1cc(=O)n(CC(=O)Nc2cccc(C#N)c2)c(-c2ccccc2)n1
    5%, 4%
- CCc1ccc(OC(=O)c2ccccc2F)cc1
    4%, 9%
- O=C(c1ccc(F)cc1Cl)N1CCN(c2cn[nH]c(=O)c2Cl)CC1
    1%, 6%
- O=C(CCC1CCCCC1)NCCC12CC3CC(CC(C3)C1)C2
    -5%, 2%
- COCCNC(=O)C1CCN(Cc2cc3ccccc3n2Cc2ccc(C)cc2)CC1
    -15%, -17%[57.5 µM]
- CN(C)c1ccc(C=Nc2ccc(O)cc2)cc1
    ?, ?
- CCn1cc2nc(SCC(=O)Nc3ccc(OC)c(Cl)c3)n(Cc3ccc(OC)cc3)c(=O)c2n1
    7%, -13%
- CC(C)/C=C1\CCCC\C1=N/NC(N)=O
    6%, 0%
- COc1ccc(-c2nc(CS(=O)CC(=O)NCc3ccccc3Cl)c(C)o2)cc1 (stereo not given)
    -8%, -8%
- CC(c1nc2ccccc2s1)N(C)S(=O)(=O)/C=C/c1ccccc1 (stereo not given)
    -3%, -22%
- Cc1nc2nc(SCC(=O)NCCc3ccc(Cl)cc3)nn2c(C)c1Cc1ccccc1
    ?, -5%
- C#CCOc1c(Br)cc(C2C(C(=O)OC)=C(C)NC3=C2C(=O)c2ccccc23)cc1OCC (stereo not given)
    -2%, 4%
- CCOC(=O)c1c(NC(=O)c2ccccc2Cl)sc2c1CCCC2
    -10%, -14%
- Cc1cccc(C(=O)N2CCc3cc(CNC(=O)c4ccco4)ccc32)c1
    ?, -7%
- CC(=O)c1cccc(S(=O)(=O)NCCc2csc3nc(-c4ccc(F)cc4)nn23)c1
    -1%&-5%, 4%
- O=C(COC(=O)c1cc(Cl)ccc1[N+](=O)[O-])c1ccc(C2CCCCC2)cc1
    7%, 2%
- COc1ccc(S(=O)(=O)NCCc2sc(-c3ccccc3)nc2C)cc1F
    7%, 10%
- CC(C)Nc1nnc(SCc2ncc(-c3ccccc3)o2)s1
    2%, -4%
- CCOc1ccc(OCc2nc3ccccc3[nH]2)cc1
    3%, -1%
- CCn1c(=O)c2sc(N3CCCC3)nc2n(CC(=O)Nc2cc(F)ccc2C)c1=O
    -9%, ?
- CC1Cc2cc(S(=O)(=O)CCC(=O)Nc3ccc(F)cc3)ccc2N1C(=O)C1CC1 (stereo not given)
    15%, 4%[57.5 µM]
- COc1ccccc1OCC(=O)Nc1cc(-c2ccc(C)cc2)no1
    4%, -5%
- COc1ccc(NC(=O)C2CCN(S(=O)(=O)c3ccc4c(c3)CCCC(=O)N4)CC2)c(OC)c1
    30%, 4%
- CN(CCCOc1ccccc1-c1ccccc1)CCCOc1ccccc1-c1ccccc1
    -2%, -4%
- CC(C)(Oc1ccc(Cl)cc1)C(=O)Oc1ccc(-c2ccc(C#N)cc2)cc1
    -2%, 5%
- COc1ccc(OC)c(S(=O)(=O)N2CCC(c3ccncc3)CC2)c1
    6%, 0%
- Cc1ccc([N+](=O)[O-])cc1S(=O)(=O)Nc1cccc(C#Cc2cccs2)c1
    -9%, -17%
- CCOc1ccc(CCNC(=O)CCc2cn(Cc3ccc(F)cc3)c3ccccc23)cc1
    -5%, -8%
- Cc1ccc(/C=N/NC(=O)c2ccccc2C)cc1
    -1%, 3%
- N#Cc1cc(C(=O)c2cc(Cl)ccc2O)cn(C2CC2)c1=O
    2%, 0%
- CCOC(=O)c1c(C)sc(-c2c(-c3ccccc3)[nH]c3[nH]c(=O)[nH]c(=O)c23)c1O
    ?, -24%
- Cc1ccnc(NC(=O)CCc2ncc(-c3ccc(F)cc3F)o2)c1
    1%, -7%
- CC(NC(=O)C12CC3CC(CC(Cl)(C3)C1)C2)c1cccc(Cl)c1 (stereo not given)
    -3%, 8%
- CC1(C)CCCC(C)(C#CCN2CCN(C(c3ccccc3)c3ccccc3)CC2)O1 (stereo not given)
    7%, -17%
- COc1ccc2c(c1)c(C(=O)O)c(C)n2-c1ccccc1
    -9%, -5%
- CC(C)Cn1nc(C(=O)NCc2ccccc2F)c2ccccc2c1=O
    -24%, -3%
- CC(=O)c1ccc(N2CCN(C(=O)c3cn(-c4ccccc4)nc3-c3cccnc3)CC2)cc1
    -10%, -2%
- CC(C)c1cc(-c2nc(-c3ccc(Cl)cc3)no2)n[nH]1
    -13%, -14%
- O=C(NNC(=O)c1ccccc1OCC1CCCO1)c1cc2ccccc2cc1O (stereo not given)
    10%, -8%
- COc1ccc(NC(=O)COc2ccc(C(C)C)cc2)c2cccnc12
    -7%, -4%
- CC(=O)Nc1ccc(NC(=O)CCC(=O)c2ccc(C)cc2)cc1
    8%, -12%
- CC(=O)c1cc2c(cc1N/C(=N/S(=O)(=O)c1ccc(F)cc1)c1ccccc1)OCO2
    6%, -2%
- CC(C)Cn1c(COc2ccc3cc(Br)ccc3c2)n[nH]c1=S
    -2%, -6%
- Cc1ccsc1C(=O)Nc1ccc(SC2CCCC2)cc1
    -20%, -19%
- COc1cc(C(CC(=O)Nc2cc(C)ccn2)N2Cc3ccccc3C2=O)cc(OC)c1OC (stereo not given)
    -2%, 0%
- CCn1nc(C(=O)Nc2nc3ccccc3[nH]2)c2ccccc2c1=O
    -18%, -12%
- CN(Cc1ccccc1)C(=O)COC(=O)c1ccc2ccccc2n1
    -6%, ?
- COc1ccc(CCNC(=O)Cn2c(=O)cc(C(F)(F)F)c3c(C)nn(C)c32)cc1OC
    -10%, 9%
- CC1CCCN(c2nc3ccccc3nc2NS(=O)(=O)c2ccccc2)C1 (stereo not given)
    -1%, -1%
- O=C(COc1ccc2oc3c(c2c1)CCCC3)Nc1cccc(Br)c1
    ?, -8%
